MrgX1 agonist – agonists of human MrgX1 receptor; Q96LB2; MrgX1-HEK293 cells, Fluo-4 calcium fluorescence, agonist mode; stronger effect = higher value; B-score at 10 µM; 0.44% of 310,000 active;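 active means calcium response B-score plate-corrected fluorescence ratio at least 3 library SD, with starting fluorescence B-score inside 5 SD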
Target sequence (Q96LB2 whole entry, looked up): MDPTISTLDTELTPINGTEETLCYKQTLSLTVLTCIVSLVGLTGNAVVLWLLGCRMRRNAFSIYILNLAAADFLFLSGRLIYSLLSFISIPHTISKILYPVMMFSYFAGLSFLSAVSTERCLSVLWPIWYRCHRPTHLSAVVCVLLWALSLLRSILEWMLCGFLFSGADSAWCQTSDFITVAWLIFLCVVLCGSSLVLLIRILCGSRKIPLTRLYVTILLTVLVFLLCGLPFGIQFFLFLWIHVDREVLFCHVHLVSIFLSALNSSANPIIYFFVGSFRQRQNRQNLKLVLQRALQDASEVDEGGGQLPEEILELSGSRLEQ
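System: HEK293 cells stably expressing human MrgX1 receptor; Dosing: test compound in the initial addition of three; Schedule: overnight plating, then 30 min 37 °C plus 30 min room-temperature dye loading; Detection: kinetic calcium dye fluorescence, Fluo-4 NW; Controls: per-plate positive and negative controls for Z′ factor.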
TRPC6 activator – activates the mouse TRPC6 cation channel | HEK293-TRPC6 membrane potential dye fluorescence; stronger effect = higher value | B-score at 10 µM | 0.13% of 310,000 active | AID 2550;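 active means B-score of the integrated fluorescence ratio above library mean plus 3 SD, and starting fluorescence ratio within library mean plus 5 SD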;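 further: higher score means more depolarization so channel activation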
Platelet DG rel – modulates dense granule release in human platelets. human platelet-rich plasma, SFLLRN dense granule ATP release, luminescence. inhibition, %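 (compounds screened at 7.5 µM in platelet-rich plasma)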. 0.22% of 300,000 active. AID 1663;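 active means mean replicate score, as percent of positive control, at or above 50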
RGS4 block – inhibitors of human RGS4. B-score at 10 µM. AID 463165. P49798. 0.45% of 310,000 active. HEK293 M3R/RGS4 inducible, Fluo-4 calcium flux; stronger effect = higher value; triggered by carbachol at its EC20;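 active means B-score, a plate-corrected calcium signal, over three deviations above library mean, with baseline fluorescence within five deviations of library mean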;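 further: RGS4 expression induced by doxycycline in cells with stable M3 receptor; B-score is computed from the integrated fluorescence ratio over baseline after carbachol; higher B-score means a larger calcium signal and so more RGS4 inhibition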
Target sequence (P49798 whole entry, looked up): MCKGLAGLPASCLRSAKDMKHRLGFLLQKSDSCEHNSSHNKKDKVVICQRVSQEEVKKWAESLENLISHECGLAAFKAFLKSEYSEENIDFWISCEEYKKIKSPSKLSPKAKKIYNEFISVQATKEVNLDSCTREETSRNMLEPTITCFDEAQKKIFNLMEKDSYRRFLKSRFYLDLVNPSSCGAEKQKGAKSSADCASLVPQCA
TRPC4 block – TRPC4 (mouse) channel inhibition; Q9QUQ5; HEK293 TRPC4beta/mu-opioid, DAMGO-evoked Fluo4 calcium flux; stronger effect = lower value; B-score at 10 µM; 0.39% of 300,000 active;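 active means B-score over 3 SD under the library average, no early fluorescence shift, positive overall ratio signal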
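System: stable TRPC4beta/mu-opioid receptor HEK293 cells; Dosing: single-point compound dosing; Measured by: Fluo4 Ca2+ flux fluorescence; Read-out basis: per-well B score of integrated baseline-normalized Fluo4 ratio.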
MrgX1 allo act – human MrgX1 positive allosteric modulation, primary screen; 0.63% of 310,000 active; Q96LB2; B-score at 10 µM; MrgX1-HEK293, Fluo-4 calcium flux, FDSS; stronger effect = higher value;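 active means plate-corrected calcium response at least 3 library SD above typical, normal starting fluorescence, not activating the receptor alone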;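 further: compound read alongside a low EC10 to EC30 dose of BAM8-22 agonist; peak minus trough fluorescence over baseline measured at the second addition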
HIF activator – HIF pathway transcriptional activation; 0.32% of 300,000 active; activation, % at 7.5 µM (by protocol); U2OS HRE-luciferase reporter, luminescence; normalized: DMSO 0%, desferrioxamine 100%;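 active means mean activation of at least 10% of the iron chelator positive control signal, with at least half of replicates also reaching 10%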
SKKanGAS inh – SKKanGAS growth inhibition; 1.3% of 300,000 active; AID 1662; inhibition, % at 7.5 µM; S. pyogenes SKKanGAS, kanamycin growth, BacTiter-Glo, 6 h;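 active means mean replicate score, as percent of positive control median, at least 50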;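 further: strain carries kanamycin resistance gene driven by streptokinase promoter and grows in 40 µg/ml kanamycin; loss of luminescence reflects streptokinase promoter inhibition or plain growth inhibition; 0% = median of DMSO wells and 100% = positive control at its reference dose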
MrgX1 antagonist – blocks BAM8-22 activation of human MrgX1 receptor. B-score at 10 µM. MRGX1-HEK293 calcium flux, Fluo-4, BAM8-22 antagonism; stronger effect = lower value. Q96LB2. AID 588676. 1.3% of 310,000 active;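 active means calcium-response B-score plate-corrected more than 3 library SD below zero, starting fluorescence within 5 deviations, no agonist response on first addition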;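 further: peak minus trough fluorescence over baseline after final BAM8-22 challenge near maximal dose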
RGS4 act – RGS4 potentiation or activation; HEK293 M3R/inducible RGS4, carbachol calcium flux Fluo4; stronger effect = lower value; B-score at 10 µM; 0.92% of 310,000 active;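 active means B-score of the integrated calcium signal more than 4 SD below the library mean, with starting fluorescence not abnormally high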;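 further: negative B-score means reduced calcium response which marks RGS4 activation or potentiation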
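Also added: carbachol at ECmax as muscarinic agonist stimulus; Assay system: HEK293 cells with stable M3R and inducible RGS4; Timing: overnight RGS4 induction, 30 min dye load 37 °C, 20 min compound RT; Measured by: Fluo4-AM (2 µM) calcium-flux fluorescence, kinetic read.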
TRPC6 inh – inhibitors of mouse TRPC6 channel | Q61143 | HEK293-TRPC6, membrane potential dye, ACh-evoked depolarization; stronger effect = lower value | B-score at 10 µM | 1.1% of 310,000 active;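 active means B-score under library mean minus 3 SD, initial fluorescence not abnormally high, positive integrated signal ratio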;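 further: B-score derived from integrated fluorescence ratio over the kinetic read; more negative B-score means stronger inhibition of depolarization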
* = called active by the depositor; i = inactive; nt = not tested or not shown.

SMILES	MrgX1 agonist	TRPC6 activator	Platelet DG rel	RGS4 block	TRPC4 block	MrgX1 allo act	HIF activator	SKKanGAS inh	MrgX1 antagonist	RGS4 act	TRPC6 inh
O=C(CCS(=O)(=O)c1ccccc1)NC12CC3CC(CC(C3)C1)C2	i	i	4	i	i	i	1.9	-1	i	i	i
Cc1ccc(NC(=O)COc2cccnc2[N+](=O)[O-])cc1S(=O)(=O)N1CCCCC1	i	i	-1	i	i	i	-0.3	6	i	i	i
CCOc1ccccc1NC(=O)C(OC(=O)c1ccc(NC(=O)CC#N)cc1)c1ccccc1 (centres undefined)	i	i	0	i	i	i	-0.5	28	i	i	i
CCc1cc2c(=O)[nH]c(-c3ccccn3)nc2s1	i	i	8	i	i	i	11*	55*	i	i	i
Cc1ccc(-c2nc3ccccn3c2Nc2ccccc2)o1	i	i	-3	i	i	i	1.0	1	i	i	i
O=C(COC(=O)c1ccc(CNS(=O)(=O)c2ccc(F)c(Cl)c2)cc1)NC1CCCCCCC1	i	i	-4	i	i	i	-0.1	21	i	i	i
COC(=O)c1ccc(C23CC4(C2)[C@H](CN(Cc2ccc(C(F)(F)F)cc2)[C@@H]4c2ccccc2)C3c2ccc(Cl)nc2)cc1 (some centres undefined)	i	i	-1	i	i	i	-0.3	10	i	i	i
COc1ccc(NC(=O)Cn2nnc(C(=O)Nc3ccccc3C)c2N)cc1	i	i	3	i	i	i	-0.1	8	i	i	i
O=C(c1ccccc1)N(CCN1CCOCC1)C1(C(=O)Nc2ccccc2)CCCCC1	i	i	-5	i	i	i	-0.3	2	i	i	i
CCN1CCN(C(=O)/C=C\C(=O)O)CC1	i	i	-1	i	i	i	-0.3	6	i	i	i
COc1ccc(N2CCN(C(=S)NCCc3ccccc3)CC2)cc1	i	i	3	i	i	i	2.1	-8	i	i	i
O=C(COc1cccnc1[N+](=O)[O-])Nc1cccc(S(=O)(=O)N2CCCCC2)c1	i	i	-18	i	i	i	0.4	-7	i	i	i
O=S(=O)(Nc1cccc(-c2ccc(N3CCCCCC3)nn2)c1)c1ccccc1Cl	i	i	4	i	i	i	-0.7	-4	i	i	i
Clc1ccccc1OCc1nc(-c2ccc(Br)o2)no1	i	i	-6	i	i	i	1.8	0	i	i	i
CN1CCN(C(=O)Cn2c(C(F)(F)F)nc3ccccc32)CC1	i	i	nt	i	i	i	0.7	-2	i	i	i
COc1cc(OC)c(C(=O)Nc2cccnc2)cc1OC	i	i	5	i	i	i	2.6	1	i	i	i
CC(=O)c1ccc(NS(=O)(=O)c2cccc(C)c2)cc1	i	i	-3	i	i	i	2.7	3	i	i	i
COc1ccc(NC(=O)COC(=O)CNC(=O)C2CCCCC2)cc1	i	i	-10	i	i	i	0.1	4	i	i	i
CN(C)/C=N/c1cc(=O)[nH]c(=O)n1CC1CC1	i	i	-2	i	i	i	0.6	-2	i	i	i
Cc1ccc(-n2c(-c3cn(C)nc3C)n[nH]c2=S)cc1	i	i	2	i	i	i	-1.0	0	i	i	i
COC(=O)c1ccc(CN(C)S(=O)(=O)c2ccc(C)cc2)o1	i	i	7	i	i	i	0.6	-2	i	i	i
Cc1cc(C(=O)OCC(=O)NC(=O)NC(C)(C)C)c(C)o1	i	i	-3	i	i	i	-0.4	-10	i	i	i
COc1ccc(C(=O)N/C(=C/c2ccccc2F)C(=O)NCCN2CCOCC2)cc1OC	i	i	-4	i	i	i	-0.9	-2	i	i	i
O=C(O)c1cnn2c1NC(c1cccs1)CC2C(F)(F)F (centres undefined)	i	i	-11	i	i	i	-0.2	-1	i	i	i
CC(C)N1CCN(Cc2cnc(-c3ccccc3)s2)CC1CCO (centres undefined)	i	i	-2	i	i	i	0.1	-5	i	i	i
O=C(NCc1ccc(Cl)cc1)C1CCC(CNc2c(N3CCCC3)c(=O)c2=O)CC1 (centres undefined)	i	i	0	i	i	i	-0.3	-5	i	i	i
COc1ccccc1N1CCN(C2CCCN(C(=O)CCc3ccccn3)C2)CC1 (centres undefined)	i	i	-1	i	i	i	0.2	4	i	i	i
CCOc1ccc(N2C(=O)S/C(=C\c3ccc(O)c(OCC)c3)C2=O)cc1	i	i	0	i	i	i	0.2	17	i	i	i
O=C(NC1=NCCS1)c1cc(-c2cccs2)nc2ccccc12	i	i	-1	i	i	i	0.2	1	i	i	i
Cc1[nH]c2ccccc2c1/C=C(/C#N)C(=O)NC(C)C	i	i	4	i	i	i	0.2	-6	i	i	i
CN(C)CCCNC(=O)COc1ccc(Br)cc1Cl	i	i	-17	i	i	i	0.5	-4	i	i	i
CCOC(=O)c1c(C)sc2c1N(C(=O)CCl)c1cc(Cl)ccc1S2	i	i	-1	i	i	i	2.1	-3	i	i	i
CC(=O)Nc1sc2c(c1C(c1ccccn1)N1CCCC1)CCCC2 (centres undefined)	i	i	-4	i	i	i	0.8	-8	i	i	i
CCOC(=O)c1ccc(CSc2nnc(N)s2)cc1	i	i	2	i	i	i	3.3	-23	i	i	i
O=C(CSc1ccccc1Cl)c1ccco1	i	i	2	i	i	i	0.9	-5	i	i	i
C=CCn1c(SCCOc2ccc(OC)cc2)nnc1C(C)NC(=O)Cc1ccc(OC)cc1 (centres undefined)	i	i	20	i	i	i	-0.2	6	i	i	i
Cc1cccc(NS(=O)(=O)c2cccs2)n1	i	i	0	i	i	i	-0.3	-1	i	i	i
O=C(Nc1ccc(N2CCOCC2)cc1)c1cccc(S(=O)(=O)N2CCC(Cc3ccccc3)CC2)c1	i	i	-4	i	i	i	-0.8	7	i	i	i
COc1ccc(C(=O)O/N=C(\N)c2ccccc2)c(OC)c1	i	i	26	i	i	i	-2.6	nt	i	i	i
COc1cccc(CC2(CO)CCCN(Cc3cn[nH]c3-c3ccccc3)C2)c1 (centres undefined)	i	i	2	i	i	i	0.4	2	-5*	i	i

Some values from above.
Reading for O=C(Nc1ccc(N2CCOCC2)cc1)c1cccc(S(=O)(=O)N2CCC(Cc3ccccc3)CC2)c1 under SKKanGAS inh: 7
Reading for C=CCn1c(SCCOc2ccc(OC)cc2)nnc1C(C)NC(=O)Cc1ccc(OC)cc1 (centres undefined) under Platelet DG rel: 20

Continuation.
SMILES	MrgX1 agonist	TRPC6 activator	Platelet DG rel	RGS4 block	TRPC4 block	MrgX1 allo act	HIF activator	SKKanGAS inh	MrgX1 antagonist	RGS4 act	TRPC6 inh
Cn1c(-c2ccccc2)cnc1NCc1cc2c(cc1[N+](=O)[O-])OCO2	i	i	0	i	i	i	0.4	-5	i	i	-5.6*
Cc1ccc(NC(=O)C2(c3cccs3)CCOCC2)cc1C	i	i	6	i	i	i	-0.3	17	-4.8*	i	i
COc1cccc(SCc2noc(C(=O)NCc3ccccc3)c2C(=O)NCc2ccccc2)c1	i	i	1	i	i	i	-0.1	-2	i	i	i
COc1cccc(CC(=O)Nc2ccc(S(=O)(=O)N3CCOCC3)cc2)c1	i	i	3	i	i	i	-1.3	-3	i	i	i
CNC(=S)N1CCc2ccccc2C1	i	i	-16	i	i	i	0.1	6	i	i	i
Cc1nn(C)c(C(=O)Nc2ccc3c(c2)OCO3)c1[N+](=O)[O-]	i	i	-1	i	i	i	0.7	1	i	i	i
CCOC(=O)c1ccccc1NC(=O)c1nc2nccc(C)n2n1	i	i	22	i	i	i	-0.3	-4	i	i	i
CCCC(=O)Nc1nc(CC(=O)OCC)cs1	i	i	-2	i	i	i	0.2	5	i	i	i
CCSc1nnc(-c2cccs2)o1	i	i	6	i	i	i	0.6	-2	i	i	i
CN(C)c1ccc(-c2noc(C3CCN(S(=O)(=O)c4ccc(C(=O)O)cc4)CC3)n2)cc1	i	i	0	i	nt	i	0.0	14	i	i	i
O=C(c1ccccc1[N+](=O)[O-])N1CCc2ccccc2C1	i	i	-8	i	i	i	-0.3	5	i	i	i
CC(C)(C)NC(=O)COC(=O)c1cncc(Br)c1	i	i	-5	i	i	i	-0.1	-2	i	i	i
Nc1ccc(C2=Nc3cccc4cccc(c34)N2)cc1	nt	i	-10	i	i	nt	-0.4	-7	nt	i	i
CC(C)CCNC(=O)C1CCN(S(=O)(=O)c2ccc3c(c2)CC(C)N3C(=O)C2CC2)CC1 (centres undefined)	i	i	-18	i	i	i	-0.8	-6	i	i	i
O=C(OCc1cc2ccccc2[nH]c1=O)c1cccc([N+](=O)[O-])c1	i	i	-2	i	i	i	0.0	-3	i	i	i
Cc1cc(C)n(-c2ccc(C(=O)Nc3ccccn3)cc2)n1	i	i	8	i	nt	i	-0.3	-8	i	i	i
CC1(C)CC2(CC(c3ccccc3)Oc3cc(O)ccc32)NC(=S)N1 (centres undefined)	i	i	3	i	i	i	-0.2	-3	i	i	i
CC(Sc1nnc(COc2ccc([N+](=O)[O-])cc2)n1C)C(=O)O (centres undefined)	i	i	1	i	i	i	93*	1	i	i	i
COc1ccc(-c2[nH]ncc2CN2CCCC2c2nonc2C)c(F)c1 (centres undefined)	i	i	0	i	i	i	-0.8	-1	i	i	i
CN(C)CCOc1ccccc1-c1ccccc1	i	i	-1	i	i	i	-1.3	-5	i	i	i
O=C(/C=C/c1ccc(Cl)c([N+](=O)[O-])c1)c1ccc(O)cc1	i	i	-8	6.9*	i	i	3.2	-7	i	i	i
COc1cc(NC(=O)CN2CCN(C(=O)C3CCCO3)CC2)c(OC)cc1Cl (centres undefined)	i	i	-30	i	i	i	-0.1	-3	i	i	i
CC(Oc1ccccc1Br)C(=O)N1CCc2ccccc21 (centres undefined)	i	i	6	i	i	i	0.6	8	i	i	i
CCOC(=O)c1c(C)[nH]c(C)c1S(=O)(=O)N(C)CC(=O)Nc1cccc(C)c1	i	i	3	i	i	i	-0.2	1	i	i	i
CN1CCN(c2nc(-c3ccc(Cl)cc3Cl)nc3ccccc23)CC1	i	i	0	i	i	i	-1.6	1	i	i	i
Clc1cc(Br)ccc1OCCOCCOc1cccc2cccnc12	i	i	-8	i	i	i	0.0	-3	i	i	i
Cc1ccc2cc(-c3noc(C4CCCCC4)n3)c(=O)[nH]c2c1	i	i	4	i	i	i	0.2	-1	i	i	i
Cc1ccc(-c2nc3cnccn3c2Nc2c(C)cccc2C)o1	i	i	36	6.3*	i	i	-0.3	1	i	i	i
